EPAC1 agonist = activates human EPAC1 exchange factor | 360,000 tested, 0.073% active | EPAC1 agonist qHTS, biochemical assay; response scale: 100% = response to 6.5 mM cAMP | O95398 | Potency, µM (series often up to 154 µM), inactives show at the top dose activation, usual class: activators | AID 720707; further: potency means the concentration at half of the fitted maximal effect; nearly all actives have a fitted effect of over 60% in size
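Nucleotide exchange assay: 100 nM EPAC1 with 250 nM Rap1B loaded with BODIPY-GDP and 50 uM GDP, room temperature. Fluorescence (480/540 nm) read every 5 min for 30 min; signal change normalized to 6.5 mM cAMP as full agonist.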
PLK1 PBD block = PLK1 (human) polo-box domain binding inhibition | P53350 | Plk1 PBD binding of FITC phosphopeptide, fluorescence polarization | Potency, µM, without a hit: max response, negative = inhibition, most hits filed as inhibitors | 360,000 tested, 2.8% active | AID 720504; further: potency means the concentration at half of the fitted maximal effect; series mostly up to about 57 µM; on the % scale 0 is the no-effect control and ±100 the full control effect; nearly all actives have a fitted effect of over 65% in size
EPAC2 antag = antagonists of human EPAC2. Q8WZA2. EPAC2 GEF exchange of Rap1B-BODIPY-GDP, fluorescence. Potency, µM (titrated, usually from 114 µM), without a hit: at the highest dose activity, negative = inhibition, most hits filed as inhibitors. 360,000 tested, 0.18% active. AID 720708; further: potency means the concentration at half of the fitted maximal effect; on the % scale 0 is the no-effect control and ±100 the full control effect; nearly all actives have a fitted effect of over 45% in size; many of its hits are not listed in these tables
MmCpn inh = M. maripaludis TRiC chaperonin inhibition | Potency, µM (series often up to 76.9 µM), for inactives: at the top dose activity, negative = inhibition, actives largely listed as inhibitors | 330,000 tested, 0.031% active | purified Mm-Cpn ATPase, ADP Transcreener TR-FRET; further: potency means the concentration at half of the fitted maximal effect; on the % scale 0 is the no-effect control and ±100 the full control effect; nearly all actives have a fitted effect of over 80% in size
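ATP (10 uM final) was added to archaeal chaperonin (25 nM final) after 10 min exposure to test compound at 37°C; after 30 min further incubation, ADP was detected by competitive TR-FRET.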
CCT modulator = cytosolic chaperonin activity modulation. 360,000 tested, 0.3% active. purified chaperonin ATPase assay, HTRF ADP detection, 30 min. activity change, % (concentration not given with the values), hits read low; in the data active means activity change below about -30%; further: on the % scale 0 is the no-effect control and ±100 the full control effect
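ATPase activity: ADP formed was measured by HTRF Transcreener (665/615 nm ratio) after 30 min at 37 deg C with 10 uM ATP. Compounds screened at one 76 uM concentration against 40 or 20 nM TRiC in Tris pH 7.4/KCl/MgCl2/DTT buffer.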
WRN inhibitor = blocks human WRN helicase. WRN helicase unwinding, fluorescent forked duplex, kinetic. Potency, µM (top dose mostly 114 µM), inactives show at the highest dose activity change, negative = inhibition, most hits filed as inhibitors. 360,000 tested, 0.46% active; further: potency means the concentration at half of the fitted maximal effect; on the % scale 0 is the no-effect control and ±100 the full control effect; nearly all actives have a fitted effect of over 55% in size
Target sequence (Q14191 whole entry, looked up): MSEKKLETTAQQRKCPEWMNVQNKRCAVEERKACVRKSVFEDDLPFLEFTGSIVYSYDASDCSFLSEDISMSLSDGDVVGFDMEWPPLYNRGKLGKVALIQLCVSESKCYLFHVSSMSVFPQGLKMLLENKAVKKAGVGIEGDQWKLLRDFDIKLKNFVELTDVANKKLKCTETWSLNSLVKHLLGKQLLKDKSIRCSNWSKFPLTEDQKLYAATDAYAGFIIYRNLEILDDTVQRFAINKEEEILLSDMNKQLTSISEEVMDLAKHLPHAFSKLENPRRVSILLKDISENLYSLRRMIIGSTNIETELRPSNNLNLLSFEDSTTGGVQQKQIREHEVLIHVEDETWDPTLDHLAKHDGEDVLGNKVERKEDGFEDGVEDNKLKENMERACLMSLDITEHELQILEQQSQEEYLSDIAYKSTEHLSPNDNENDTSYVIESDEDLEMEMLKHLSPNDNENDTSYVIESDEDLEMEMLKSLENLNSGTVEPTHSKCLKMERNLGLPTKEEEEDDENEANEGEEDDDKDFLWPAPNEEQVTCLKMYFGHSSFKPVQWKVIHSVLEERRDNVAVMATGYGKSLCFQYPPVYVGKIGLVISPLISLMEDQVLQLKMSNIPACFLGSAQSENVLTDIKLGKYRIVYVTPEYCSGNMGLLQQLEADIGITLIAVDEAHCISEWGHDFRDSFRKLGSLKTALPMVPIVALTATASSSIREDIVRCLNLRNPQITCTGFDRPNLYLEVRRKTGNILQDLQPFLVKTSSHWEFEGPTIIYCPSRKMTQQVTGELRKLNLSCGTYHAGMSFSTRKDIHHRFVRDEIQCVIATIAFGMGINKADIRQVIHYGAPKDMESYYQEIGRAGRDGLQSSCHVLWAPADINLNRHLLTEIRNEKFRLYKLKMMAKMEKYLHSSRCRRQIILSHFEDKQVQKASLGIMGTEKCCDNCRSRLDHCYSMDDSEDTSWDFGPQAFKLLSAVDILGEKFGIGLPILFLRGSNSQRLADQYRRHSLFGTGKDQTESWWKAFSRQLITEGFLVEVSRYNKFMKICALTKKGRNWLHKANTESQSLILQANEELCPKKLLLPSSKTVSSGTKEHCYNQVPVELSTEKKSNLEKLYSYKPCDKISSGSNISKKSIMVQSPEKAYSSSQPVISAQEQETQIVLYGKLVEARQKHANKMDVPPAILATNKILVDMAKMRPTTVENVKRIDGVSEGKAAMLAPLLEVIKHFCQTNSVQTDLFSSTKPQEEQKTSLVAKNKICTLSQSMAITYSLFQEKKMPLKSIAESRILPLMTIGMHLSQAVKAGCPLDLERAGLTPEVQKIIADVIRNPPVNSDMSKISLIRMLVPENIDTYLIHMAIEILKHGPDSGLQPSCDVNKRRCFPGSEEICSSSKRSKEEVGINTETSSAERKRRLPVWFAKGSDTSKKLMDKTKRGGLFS
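Kinetic red-fluorescence monitoring (525/598 nm) tracks WRN helicase activity after 100 nM fluorophore-quencher forked duplex and 2 mM ATP are added to 20 nM enzyme pretreated 15 min at room temperature with compound.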
PI5P4K alpha inh = PI5P4K alpha (human) kinase inhibition | P48426 | PI5P4Kalpha enzyme, ADP-Glo luminescence, 60 min; stronger effect = lower value | max response, % | 330,000 tested, 1.2% active | AID 652105; active means max response of -50% or lower; inconclusive means between -30% and -50%; inactive means -30% or higher; further: value at the top dose of about 77 µM; on the % scale 0 is the no-effect control and ±100 the full control effect
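Reactions run in 0.038 M HEPES pH 7.4, 0.28 mM EGTA, 0.1% CHAPS and 5% DMSO, with PI5P4Kalpha, substrate, compound and 5 microM ATP final, one hour at room temperature. Readout is ADP-Glo luminescence.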
EPAC1 antagonist = EPAC1 (human) antagonism; O95398; AID 720709; 360,000 tested, 0.14% active; Potency, µM (series often up to 115 µM), for inactives: top-dose activity change, negative = inhibition, most hits filed as inhibitors; EPAC1 GEF assay, Rap1b-BODIPY-GDP exchange fluorescence;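 further: potency means the concentration at half of the fitted maximal effect; plate controls were vehicle for no effect and positive control for full effect; nearly all actives have a fitted effect of over 50% in size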
Numbers without * were called inactive; ? = inconclusive; . = not tested or not shown; [ ] = dose if it differs, or a comment. Unless noted, the call rests on the fitted dose curve; in most records, active means well fitted curve in the direction sought with a large enough effect; inconclusive means small, poorly fitted or top-dose-only effect, or another doubt; inactive means no such curve, though single readings can be large; an effect the other way counts as inactive or inconclusive. The list is partial (hit frequency here may not be typical).

Preview, 2 compounds:
SMILES | EPAC1 agonist | PLK1 PBD block | EPAC2 antag | MmCpn inh | CCT modulator | WRN inhibitor | PI5P4K alpha inh | EPAC1 antagonist
CCOC(=O)C1(Cc2ccc(OC)cc2)CCN(C(=O)c2ccoc2C)CC1 | -5% | -9% | -15% | -1% | -4.3 | 4% | 5 | 0%
CCOc1ccc(C(=O)NC2CCN(CC(=O)NCc3cccs3)CC2)cc1 | -7% | 0% | 0% | -2% | -1.8 | 4% | 1 | 2%

This part in full, from the first entry:
SMILES | EPAC1 agonist | PLK1 PBD block | EPAC2 antag | MmCpn inh | CCT modulator | WRN inhibitor | PI5P4K alpha inh | EPAC1 antagonist
CCOC(=O)C1(Cc2ccc(OC)cc2)CCN(C(=O)c2ccoc2C)CC1 | -5% | -9% | -15% | -1% | -4.3 | 4% | 5 | 0%
CCOc1ccc(C(=O)NC2CCN(CC(=O)NCc3cccs3)CC2)cc1 | -7% | 0% | 0% | -2% | -1.8 | 4% | 1 | 2%
O=S(=O)(NCCc1ccccc1)c1ccc(Br)s1 | 2% | 0% | -12% | 0% | -2.4 | 10% | 4 | ?
CC(C)=CCCC(C)=CCN1C(=O)CN(C)C1=O | 2% | 4% | -1% | . | 0.2 | 9% | -2 | 8%
CCCCCCCCCOC(=O)C(CC(=O)O)N1CCOCC1 (stereo not given) | 2% | -3% | -1% | 1% | 0.3 | -9% | 14 | -9%
CCOC(=O)NC(=O)CSc1nc2ccc(OCC)cc2[nH]1 | -2% | -10% | -2% | 0% | -2.5 | -5% | 0 | -10%
Cc1cc(-c2ccccc2C(=O)O)on1 | 4% | -7% | 1% | 1% | 0.4 | 6% | 5 | 7%
O=C(c1cc([N+](=O)[O-])cc([N+](=O)[O-])c1)N1CCOCC1 | 4% | 0% | 2% | 1% | -2.9 | -13% | 3 | -4%
CN(CC(=O)Nc1ccc(Cl)c(C(F)(F)F)c1)C(=O)c1cccc(N2C(=O)CCC2=O)c1 | -13% | 6% | -12% | 1% | 0.8 | -3% | -2 | 11%
N#Cc1cccnc1N1CCN(C(=O)c2ccccc2)CC1 | -6% | -13% | -5% | 0% | -2.4 | -7% | -1 | -10%

Three of the entries above in order of their number in PI5P4K alpha inh, ascending.
SMILES	PI5P4K alpha inh
N#Cc1cccnc1N1CCN(C(=O)c2ccccc2)CC1	-1
O=C(c1cc([N+](=O)[O-])cc([N+](=O)[O-])c1)N1CCOCC1	3
Cc1cc(-c2ccccc2C(=O)O)on1	5

(list continues)
SMILES | EPAC1 agonist | PLK1 PBD block | EPAC2 antag | MmCpn inh | CCT modulator | WRN inhibitor | PI5P4K alpha inh | EPAC1 antagonist
CC1=NN(C(=O)Cc2ccccc2)C(O)(c2ccccc2)C1 (stereo not given) | -4% | 2% | 1% | 0% | -2.3 | -6% | -3 | 20%
CC(=O)c1cccc(NS(=O)(=O)c2ccc(NC(=O)N3CCCCC3)cc2)c1 | 0% | -2% | 2% | -9% | -5.8 | -18% | 5 | 1%
O=C(Nc1ccc(NC(=O)c2ccc(S(=O)(=O)c3ccccc3)cc2)cc1)c1ccccc1 | 1% | -6% | -3% | 0% | -1.3 | 4% | -1 | 0%
CCN(Cc1ccccc1)C(c1cc2ccc(C)cc2[nH]c1=O)c1nnnn1CCOC (stereo not given) | 6% | -14% | -7%[57.1 µM] | 2% | 0.1 | -5% | -1 | -1%
Cc1c(C(=O)OC(C)C)[nH]c2c1C(=O)CC(C)(C)C2 | -2% | 3% | 15% | 0% | -4.4 | -16% | . | 15%
CC(=NNC(=S)Nc1ccccc1)c1ccccn1 | 1% | -2% | 4% | . | 2.3 | 19% | -13 | 17%
Cn1cccc1CNC(=O)Nc1ccccc1 | 7% | -6% | -11% | 1% | 1.1 | -12% | . | -7%
COc1ccc(S(=O)(=O)N2CCOC2CNC(=O)C(=O)NCc2ccc3c(c2)OCO3)cc1OC (stereo not given) | 0% | 4% | 8% | 0% | 0.5 | -5% | 2 | -5%
COC(=O)C1=C(C)N(Cc2ccc(OC)cc2)C(=O)C1 | 12% | -7% | 4% | 1% | -1.0 | 0% | . | 6%
CCc1noc(C)c1C(=O)Nc1cccc2ncccc12 | 4% | 2% | 3% | 0% | -1.9 | -7% | 5 | -24%
O=C(CNC(=O)c1ccco1)NCC(=O)OCc1ccc(Cl)cc1 | 4% | 1% | 1% | 1% | -2.3 | -3% | 1 | 7%
NS(=O)(=O)c1ccc(NC(=O)COC(=O)CCc2c[nH]c3ccccc23)cc1 | 15% | 5% | 1% | -2% | 2.2 | -8% | -2 | -8%
Cc1cnc(C(=O)Nc2ccc(N3CCOCC3)cc2)cn1 | -1% | 0% | 5% | 1% | -2.3 | 5% | . | 3%
CCN1CCN(C(=O)N2CCOCC2)CC1 | 1% | -13% | -5% | -1% | -1.7 | -1% | 0 | -11%
CCc1sc(C(=O)NC)cc1Br | 9% | -5% | 1% | . | -2.7 | -8% | . | -5%
CCOC(=O)N1CCN(C(=O)CCN2C(=O)COc3ccc(C)cc32)CC1 | 6% | -8% | -7% | 1% | 0.5 | -1% | . | 2%
O=C(CC[C@H]1O[C@@H](n2cnc3c(NC(=O)c4ccccc4)ncnc32)[C@H](O)[C@@H]1O)NCCc1cc2ccccc2[nH]1 | 1% | -13% | -10% | . | 0.3 | -11% | 0 | -21%
CN(CCC#N)C(=O)c1cc2c(Cl)nc3ccccc3c2s1 | -3% | -1% | 9% | 1% | -3.1 | 10% | 5 | 5%
COCCCNC(=S)N1CCCN(c2nc3cc(C)c(C)cc3cc2C#N)CC1 | -5% | -4% | -3% | -6% | -3.0 | -7% | 7 | -10%
COCCCNC(=O)c1cc2c(=O)n(C)c3ccccc3c2n1C | -2% | -11% | 7% | 1% | -3.6 | 2% | 1 | 2%
OC(c1ccccc1)c1nc(-c2ccc(F)c(Cl)c2)cs1 (stereo not given) | 15% | -8% | -17% | . | -1.0 | -6% | 30 | -18%
O=C(c1ccco1)N1N=C(c2ccco2)CC1c1ccc(Cl)cc1Cl (stereo not given) | -20% | -8% | 0% | -1% | 3.3 | 4% | ? | 8%
CCC(=NCc1ccc(Cl)c(Cl)c1)c1nc(-c2ccco2)oc1O | 1% | -2% | -1% | 0% | -1.4 | -7% | 11 | -13%
CC(C)(C)n1cnc2cc(NS(=O)(=O)c3ccc(Br)cc3)ccc21 | -2% | -12% | -15% | 3% | -5.6 | -8% | 5 | -13%
O=C(Nc1cccc2cccnc12)c1cc(F)c(F)cc1Cl | 0% | 3% | -7% | 1% | 2.9 | -3% | 27 | -2%
Cc1ccc(CCNC(=O)C2CCCN(S(C)(=O)=O)C2)cc1 (stereo not given) | -5% | 3% | 9% | 2% | -1.6 | 2% | 1 | 4%
O=C(CSc1nnc(NC(=O)c2ccc(F)cc2)s1)NCc1ccco1 | -13% | -5% | -3% | -15% | 0.9 | -10% | -16 | 2%
COc1ccccc1Nc1nc(-c2sc(N)nc2C)cs1 | -4% | -20% | 2% | 0% | -1.1 | 0% | -23 | 8%
Cc1cccc2cc(CN(C(=O)c3cnccn3)C3CCCCC3)c(Cl)nc12 | 17% | -5% | -18% | 5% | -0.7 | -20% | . | -24%
COc1ccccc1N1CCN(/N=C/c2cc(OC)c(OC)c(OC)c2)CC1 | 11% | -8% | 7% | -1% | -1.9 | 8% | 5 | 7%
Cn1nccc1C(=O)NC1CCN(Cc2ccccc2)CC1 | 13% | 6% | -9% | 1% | 0.7 | 2% | -2 | -22%
CCOc1ccccc1C(=O)NN1CCOCC1 | 5% | -6% | -9% | -1% | -2.6 | 10% | 4 | -16%
COc1ccc(CNC(=O)C2CCN(S(=O)(=O)c3ccc4nc5c(c(C(=O)O)c4c3)CC(C)CC5)CC2)cc1 (stereo not given) | -1% | -6% | -1% | 0% | -1.7 | -9% | 0 | 10%
CCOc1ccc(C(=O)CSc2nnc(N)s2)cc1 | -2% | -9% | -4% | -1% | -3.8 | -1% | -6 | 14%
O=C(CSc1ncc(C(F)(F)F)cc1Cl)NCC1CCCO1 (stereo not given) | 15% | -6% | 2% | 1% | -1.7 | -6% | 5 | 2%
Cn1ncc([N+](=O)[O-])c1C(=O)NC1CCCCC1 | -15% | 2% | 26% | 1% | 1.5 | 5% | 3 | 4%
COc1ccccc1/C=C/CN1CCCC(CCC(=O)NCc2ccc(F)c(F)c2)C1 (stereo not given) | 2% | 5% | 7% | 0% | 1.1 | 5% | 1 | 5%
Cc1ccccc1N1CCN(C2CCCN(C(=O)c3ccnn3C)C2)CC1 (stereo not given) | -4% | -11% | -3% | -3% | -3.8 | -20% | 3 | -13%
CCSc1ccc(C(=O)NCC(=O)O)cc1 | 11% | ? | 3% | 1% | -0.4 | 12% | 5 | 8%
CS(=O)(=O)Nc1ccc(C(=O)N2CC(=O)Nc3ccccc32)cc1 | -1% | -1% | 3% | 0% | 1.2 | -2% | 1 | -12%
Cc1ccc(C(=O)Nc2c(C)n(C)n(-c3ccccc3)c2=O)cc1S(=O)(=O)N1CCCCC1 | 6% | -4% | 1% | 2% | -0.7 | -1% | 3 | 10%
C=CCNC(=O)C(=O)Nc1ccc2c(c1)N(S(=O)(=O)c1cccs1)CCC2 | 5% | -6% | 0% | -1% | -2.1 | -8% | 2 | -29%
O=C(NCc1cc(C(F)(F)F)ccc1F)C1CCC(=O)N(C2CC2)C1 (stereo not given) | -8% | 2% | 8% | 0% | -2.6 | -18% | 5 | 5%
CC1=CC(C)(C)NC(=S)N1c1ccc(N(C)C)cc1 | 10% | -2% | 9% | . | -1.4 | 2% | -2 | 8%
O=C(Cn1ncc(Cl)c(Cl)c1=O)N1CCN(S(=O)(=O)c2ccc3ccccc3c2)CC1 | -3% | -13% | 8% | ? | 1.2 | -26%[57.1 µM] | -1 | -21%
O=C(CN1CCN(Cc2ccccc2)CC1)NNC(=O)c1ccccc1 | -10% | 8% | 1% | -2% | 0.6 | 5% | -2 | 15%
CCC(=O)N1CCN(c2ccccc2NC(=O)c2ccc(-c3cccc([N+](=O)[O-])c3)o2)CC1 | -4% | -9% | -17% | -1% | -1.8 | -6% | -5 | 13%
Cc1ccc(C(=O)N/C(=C/c2cccs2)C(=O)NCc2ccco2)cc1 | 10% | -13% | -2% | 1% | -3.8 | 0% | -9 | -21%
Cc1ccc[n+](CC(=O)Nc2cccc(Cl)c2)c1 | -4% | -7% | 6% | 0% | 2.5 | 16% | 7 | 11%
O=C(CSc1nc2ccccc2[nH]1)N=Nc1c(O)[nH]c2ccccc12 | 0% | ? | -17% | -2% | 0.1 | -22% | -25 | -29%
CN1CCN(C(=O)CCc2nc(-c3ccc(Cl)cc3)no2)CC1 | 13% | -11% | 3% | 2% | -2.6 | 13% | -3 | -18%
Cc1cccc(N2CCN(C(=S)NC3CCCCC3)CC2)c1C | -2% | -15% | 3% | 1% | -1.8 | -9% | -1 | -21%

From PubChem BioAssay
